# TNAP inh noacc: inhibitors of human TNAP without phosphate acceptor; purified TNAP, CDP-star luminescence, 30 min; inhibition, % at 20 µM; 0.26% of 200,000 active;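 active = tissue-nonspecific alkaline phosphatase inhibition above about 50% at 20 µM in the single-dose screen, limit read from the data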;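 note: 0% = DMSO negative control and 100% = EDTA positive control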
# Target sequence (P05186 whole entry, looked up): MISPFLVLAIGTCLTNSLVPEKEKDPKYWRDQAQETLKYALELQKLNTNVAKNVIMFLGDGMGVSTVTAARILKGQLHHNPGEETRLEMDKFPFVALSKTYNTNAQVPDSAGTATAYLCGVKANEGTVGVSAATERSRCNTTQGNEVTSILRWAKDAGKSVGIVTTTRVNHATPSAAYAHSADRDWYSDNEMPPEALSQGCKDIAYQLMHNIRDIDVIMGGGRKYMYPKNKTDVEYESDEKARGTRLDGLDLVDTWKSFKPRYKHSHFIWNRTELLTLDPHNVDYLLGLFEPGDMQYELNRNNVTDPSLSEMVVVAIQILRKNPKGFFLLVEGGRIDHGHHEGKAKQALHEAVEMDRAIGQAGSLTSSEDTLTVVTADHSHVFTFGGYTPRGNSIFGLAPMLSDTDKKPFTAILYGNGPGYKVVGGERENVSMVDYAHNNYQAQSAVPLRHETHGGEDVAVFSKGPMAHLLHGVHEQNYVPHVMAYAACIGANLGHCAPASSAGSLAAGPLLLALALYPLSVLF
# PMI act satM6P: activators of human phosphomannose isomerase at near-saturating mannose 6-phosphate. 0.34% of 190,000 active. AID 1216. activation factor at 20 µM. coupled PMI enzyme assay, resazurin fluorescence, 20 min; hits give high values; 1 = untreated enzyme, 0 = substrate-free blank;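 active = activation factor of 2 or more at 20 µM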
#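 Test system – human PMI in coupled enzyme assay · Timing – 20 min incubation at room temperature · Detection – Diaphorase-driven resazurin-to-resorufin fluorescence, excitation 544, emission 590 nm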
# S1P3 antag: S1P3 (human) receptor antagonism; Q99500; 0.27% of 170,000 active; inhibition, % at 4.98 µM; CHO S1P3 NFAT-BLA reporter, FRET fluorescence, antagonist mode;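 active = inhibition above the plate cutoff, the mean inhibition of test wells on that plate plus 3 SD, cut at about 28% in these data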;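 note: cells challenged with S1P at its EC80 of 0.8 µM; blue over green emission ratio from cleaved BLA substrate after 4 h stimulation; 0% = S1P-stimulated wells and 100% = unstimulated DMSO-only wells; some compounds past the cut are filed as inactive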
# Target sequence (Q99500 whole entry, looked up): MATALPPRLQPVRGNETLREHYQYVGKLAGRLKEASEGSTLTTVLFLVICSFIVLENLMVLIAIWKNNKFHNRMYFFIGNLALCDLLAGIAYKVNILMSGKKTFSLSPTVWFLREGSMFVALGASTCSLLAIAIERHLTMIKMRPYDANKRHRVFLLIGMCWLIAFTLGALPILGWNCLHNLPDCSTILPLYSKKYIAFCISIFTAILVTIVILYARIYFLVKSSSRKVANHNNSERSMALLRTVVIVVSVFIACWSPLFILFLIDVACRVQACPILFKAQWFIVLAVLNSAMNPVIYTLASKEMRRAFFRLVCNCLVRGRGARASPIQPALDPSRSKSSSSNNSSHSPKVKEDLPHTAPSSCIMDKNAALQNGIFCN
# Hsp70 act: switches on Hsp70 transcription; HeLa Hsp70 promoter luciferase reporter, luminescence; scaled: vehicle 0, proteasome-inhibitor control 100%; activation, % at 10 µM; 0.04% of 200,000 active;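 active = activation above the mean across all tested compounds plus 3 SD, cutoff set per campaign, cut at about 5.5% in these data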;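 note: 100% = MG132 at 30 µM as the positive control and 0% = DMSO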
# PMI activator: increases human mannose-6-phosphate isomerase activity | P34949 | purified human PMI, coupled resazurin fluorescence, 20 min; hits give high values; 1 = vehicle control, 0 substrate-free wells | 0.005% of 190,000 active | activation factor at 20 µM;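 active = activation factor of 2 or more at 20 µM, relative to plate controls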
# DTT redox prof: compounds producing H2O2 with reducing agent – biochemical, NIH compound library profiling, artefact control for MLSCN library redox annotation, primary screen | DTT-dependent redox cycling H2O2, phenol red/HRP absorbance; 100% = 100 µM peroxide control, 0% = buffer | activation, % at 10 µM | 0.03% of 200,000 active | AID 878;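 active = activation of at least 50% relative to the plate's high and low controls in the primary single-dose screen; inactive = activation below 50%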;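 note: compound incubated with DTT at 0.8 mM final as the reducing agent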
# L major viab: reduces viability of Leishmania major promastigotes. resazurin fluorescence viability. inhibition, % at 10 µM. 9% of 200,000 active. AID 1063; in the data active = inhibition above about 50%;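 note: promastigotes grown with compound for 44 hours at 28 °C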
# TNAP inh hiacc: TNAP (human) inhibition, high acceptor | inhibition, % at 20 µM | purified TNAP, CDP-star luminescence, 1 M DEA | 0.03% of 200,000 active | AID 1135;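 active = over 50% inhibition of tissue-nonspecific alkaline phosphatase at 20 µM in the single-dose screen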;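 note: plate controls were DMSO wells for no effect and EDTA-quenched wells as full inhibition for full effect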
# HMGR II inh: inhibitors of class II HMG-CoA reductase from Enterococcus faecalis | 0.41% of 190,000 active | inhibition, % at 10 µM | purified E. faecalis HMGR, NADPH absorbance 340 nm kinetic;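 active = inhibition above a set limit, the median over all tested compounds plus 3 SD, cut at about 9.5% in these data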;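 note: enzyme runs in reverse so mevalonate oxidation gives rising NADPH absorbance; 0% = complete reaction with DMSO and 100% = background rate lacking mevalonate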
# RAM inhibit: inhibitors of the yeast RAM network; S. cerevisiae dse1pr::URA3 reporter, 5-FOA growth OD615, 2 d; analog-sensitive cbk1-as2 kinase mutant strain; inhibition, % at 50 µM; 1.8% of 190,000 active; AID 868;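 active = inhibition above a set limit, 3 SD over mean compound inhibition, cut at about 8.4% in these data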;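 note: 0% = DMSO-only wells with no growth and 100% = 10 µM 1-NA-PP1 full growth; inhibition rescues growth on 5-FOA so higher OD means more RAM inhibition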
# An asterisk follows results filed as active; · = not tested or not shown. Outcome played no part in choosing rows; about 12% have a hit in one of these screens.
SMILES,TNAP inh noacc,PMI act satM6P,S1P3 antag,Hsp70 act,PMI activator,DTT redox prof,L major viab,TNAP inh hiacc,HMGR II inh,RAM inhibit
Cn1c(SCC(=O)NC2CC2)nnc1-c1cccc(NC(=O)c2ccccc2F)c1,-11,0.9,·,-0.5,1,2.2,44,-4,1,0.5
O=C(CSc1nnc(COc2ccccc2)o1)N1CCN(c2ccccc2)CC1,-10,1,10,-0.3,1.1,-0.2,-6,-6,3,3.2
Nc1c(C(=O)Nc2ccc(F)cc2)nnn1-c1cccc(C(F)(F)F)c1,-11,1.1,-1,0.0,1.1,-0.2,4,-8,-4,2.7
CC(/C=C/c1ccccc1)=N\NC(=S)NC(C)C,-42,1,9,0.1,1,-0.1,-7,-2,-9,0.7
CCNC(=O)CC1C(=O)N(c2ccccc2)C(=O)N1Cc1ccc(OC)cc1 (stereo unspecified),-9,0.8,·,-0.3,0.8,5.7,-2,-4,-8,2.6
O=C(CSc1ccc(-c2ccccc2)nn1)N1CCOCC1,-6,1,4,0.4,0.9,2.1,-8,1,0,1.2
N#CCSc1nc2c(c(=O)n1Cc1ccco1)C1(CCCC1)Cc1ccccc1-2,-2,1,·,-0.2,1,-0.1,4,-9,·,·
Cn1nc(C(F)(F)F)c(C(=O)Nc2ccc(F)cc2F)c1Oc1cccc(Cl)c1,-9,0.9,·,-0.2,0.9,1.8,-2,-1,3,-0.1
Cc1ccsc1C1Nc2ccc3ncccc3c2C2=C1C(=O)CCC2 (stereo unspecified),-11,0.6,·,-0.5,0.8,-0.2,27,-5,-1,-0.2
O=C(NCc1cccs1)C1CCN(S(=O)(=O)N2CCCC2)CC1,-10,1.1,-9,0.3,1.1,1.5,-2,-2,-2,1.1
N#Cc1sc2nc(-c3cccs3)cc(-c3ccc(Cl)cc3)c2c1N,-14,1.1,·,-0.1,1,-2.9,2,-5,-2,5.1
CNC(=O)CSc1nnc(COc2ccc(Cl)cc2)n1CCOC,-12,1.1,-25,-0.2,1,0.2,-3,-5,-1,-0.5
O=S1(=O)C=CC(Sc2nc3ccccc3[nH]2)C1 (stereo unspecified),-15,1.1,17,-0.7,1.1,3.5,-3,-7,-6,-0.5
CCCCN(C)S(=O)(=O)c1ccc(C(=O)N=c2sc3cc(NC(C)=O)ccc3n2C)cc1,-5,1.1,-10,-0.3,1,0.0,-4,-2,-4,3.1
CCC1CCCN1Cn1cnc2c([nH]c3ccc(C)cc32)c1=O (stereo unspecified),-4,1.1,2,-0.1,1,0.1,19,-8,5,2.4
CCc1ccc(C2CC(=O)Nc3c2c(=O)nc2c(C)cccn32)cc1 (stereo unspecified),-5,1,-17,-0.5,1,12,-7,-1,-7,0.8
COc1ccc(NC(=O)Nc2ccc(Cc3ccncc3)cc2)cc1OC,-16,0.7,·,-0.2,0.9,-3.4,96*,-8,-2,2.0
CC(NC(=O)C(c1ccccc1)c1ccccc1)C(=O)O (stereo unspecified),-12,1,·,0.8,0.9,-2.3,-5,-5,-2,0.9
c1csc(Cc2nc(-c3ccc(-n4cccc4)cc3)no2)c1,·,·,-42,-0.2,·,-0.9,-8,·,·,·
COC(=O)c1cccnc1NC(=S)NC1CCCCC1,-5,1.1,0,0.0,1,1.3,-3,3,-6,3.0
Cc1ccc(N(C(=O)Cn2nnc3ccccc32)C(C(=O)NCc2ccccc2)c2ccccn2)cc1 (stereo unspecified),-10,1,12,-0.2,0.9,0.3,4,0,0,1.6
Cc1cc(C(=O)COC(=O)c2ccc[nH]c2=O)c(C)n1C1CC1,-12,1,9,0.2,1.1,-0.2,-5,-7,-1,5.1
COc1ccc2c(c1)SC1=NCCS(=O)(=O)N12,0,0.9,·,0.2,0.9,2.2,6,-4,-2,-0.3
Cc1noc(C)c1C(=O)OCC(=O)NC(=O)NC12CC3CC(CC(C3)C1)C2,-3,0.9,18,-0.1,1,1.5,7,-2,-1,2.7
Cc1cc(C)c2nc3nc(C)c(C)cc3c(N)c2c1,2,0.7,0,0.5,0.8,-0.5,100*,-4,-3,0.4
Cc1ccc(C(OCC(O)CNC(C)c2ccccc2)c2ccccc2)cc1 (stereo unspecified),-5,1.1,1,-0.1,1,-0.6,77*,-5,-3,0.8
COc1cc(C2C(C(=O)/C=C/c3ccccc3)=C(O)C(=O)N2c2ccccn2)ccc1O (stereo unspecified),16,0.8,-11,-0.2,1.1,-0.7,-1,4,-3,5.4
CCCn1c(C)cc(/C=C(\C#N)C(=O)O)c1C,-17,1,6,-0.3,0.9,0.1,-1,0,-9,0.4
O=C(CCc1ccc(S(=O)(=O)NCc2ccccc2)cc1)NCc1cccnc1,-7,1.1,-5,-0.2,1.1,-0.1,1,-3,-1,-0.1
COc1ccc2c([N+](=O)[O-])c(Cl)[nH]c2c1,-8,0.3,-1,-0.3,0.6,-0.2,1,2,3,0.1

# Two of the compounds above, with values under each structure:
# Every second line gives: TNAP inh noacc | PMI act satM6P | S1P3 antag | Hsp70 act | PMI activator | DTT redox prof | L major viab | TNAP inh hiacc | HMGR II inh | RAM inhibit
> O=C(CCc1ccc(S(=O)(=O)NCc2ccccc2)cc1)NCc1cccnc1
→ -7 | 1.1 | -5 | -0.2 | 1.1 | -0.1 | 1 | -3 | -1 | -0.1
> COc1ccc2c([N+](=O)[O-])c(Cl)[nH]c2c1
→ -8 | 0.3 | -1 | -0.3 | 0.6 | -0.2 | 1 | 2 | 3 | 0.1

# Later entries.
SMILES,TNAP inh noacc,PMI act satM6P,S1P3 antag,Hsp70 act,PMI activator,DTT redox prof,L major viab,TNAP inh hiacc,HMGR II inh,RAM inhibit
CSc1nc(O)c(Cc2ccccc2)c(=O)[nH]1,-2,1,·,0.7,1,-0.7,-6,1,-6,1.2
Cc1occc1C(=O)NNC(=O)c1ccccc1C(=O)O,-12,1,-1,0.0,1.1,-0.7,-3,-4,1,0.0
COc1cc(/C=N/NC(=O)c2ccc(F)cc2)ccc1OC(=O)c1ccco1,-3,1.1,-3,-0.4,1,-0.3,-7,-1,0,0.8
Cc1cccc2nc(-c3cccnc3)c(NCCC(C)C)n12,-98,0.8,3,-0.4,0.9,-1.0,10,-3,1,-0.7
S=c1[nH]nc(CCc2nc3ccccc3[nH]2)n1-c1ccccc1,-23,·,-3,-0.3,·,-0.4,-5,1,-3,1.7
CCCNC(=O)c1ccc(CNc2c(N3CCC(C(=O)OCC)CC3)c(=O)c2=O)cc1,-7,1,19,0.3,1,2.6,-6,-5,-3,-0.6
COc1ccc(CC(=O)Nn2c(-c3ccccc3)nc3ccccc3c2=O)cc1,5,1,10,0.1,1.1,-0.6,-2,0,-6,3.3
CS(=O)(=O)c1ccc2nc(NC(NC(=O)c3ccco3)(C(F)(F)F)C(F)(F)F)sc2c1,-15,1,·,-0.1,1,-1.5,0,-4,1,1.6
O=P(O)(CCc1ccncc1)CN1CCCCC1,-18,1,8,-0.5,1,-1.3,-6,-9,-4,0.3
Cc1cc(=O)n2[nH]c(-c3ccccc3Cl)cc2n1,0,1,-23,-0.2,1,-1.4,22,2,5,3.1
COC(=O)C1C2C=CC3(CN(C(C)C)C(=O)C13)O2 (stereo unspecified),-10,0.8,-10,0.2,0.9,-1.0,1,-5,-2,1.7
CC1C=CCC2C(=O)N(c3cc(Cl)ccc3O)C(=O)C12 (stereo unspecified),-11,0.9,-11,0.1,0.9,-1.2,-5,-6,-2,2.8
Cc1cccc(Cc2nnc(CCC(=O)N(C)C3CCOC3)o2)c1 (stereo unspecified),-5,1.1,-21,-0.3,1,-0.8,-3,-3,2,0.0
Cn1c(NC(=O)CC(C)(C)C)cc(=O)n(C)c1=O,-1,1,17,-0.2,0.9,-1.1,-8,-3,-4,-1.5
COc1ccc(S(=O)(=O)N2Cc3ccccc3CC2C(=O)N2CCOCC2)cc1OC (stereo unspecified),-9,1,15,-0.3,1,-2.5,-1,-3,-3,3.0

# Given tab-delimited: eleven of the compounds above.
Structure	TNAP inh noacc	PMI act satM6P	S1P3 antag	Hsp70 act	PMI activator	DTT redox prof	L major viab	TNAP inh hiacc	HMGR II inh	RAM inhibit
S=c1[nH]nc(CCc2nc3ccccc3[nH]2)n1-c1ccccc1	-23	·	-3	-0.3	·	-0.4	-5	1	-3	1.7
CCCNC(=O)c1ccc(CNc2c(N3CCC(C(=O)OCC)CC3)c(=O)c2=O)cc1	-7	1	19	0.3	1	2.6	-6	-5	-3	-0.6
COc1ccc(CC(=O)Nn2c(-c3ccccc3)nc3ccccc3c2=O)cc1	5	1	10	0.1	1.1	-0.6	-2	0	-6	3.3
CS(=O)(=O)c1ccc2nc(NC(NC(=O)c3ccco3)(C(F)(F)F)C(F)(F)F)sc2c1	-15	1	·	-0.1	1	-1.5	0	-4	1	1.6
O=P(O)(CCc1ccncc1)CN1CCCCC1	-18	1	8	-0.5	1	-1.3	-6	-9	-4	0.3
Cc1cc(=O)n2[nH]c(-c3ccccc3Cl)cc2n1	0	1	-23	-0.2	1	-1.4	22	2	5	3.1
COC(=O)C1C2C=CC3(CN(C(C)C)C(=O)C13)O2 (stereo unspecified)	-10	0.8	-10	0.2	0.9	-1.0	1	-5	-2	1.7
CC1C=CCC2C(=O)N(c3cc(Cl)ccc3O)C(=O)C12 (stereo unspecified)	-11	0.9	-11	0.1	0.9	-1.2	-5	-6	-2	2.8
Cc1cccc(Cc2nnc(CCC(=O)N(C)C3CCOC3)o2)c1 (stereo unspecified)	-5	1.1	-21	-0.3	1	-0.8	-3	-3	2	0.0
Cn1c(NC(=O)CC(C)(C)C)cc(=O)n(C)c1=O	-1	1	17	-0.2	0.9	-1.1	-8	-3	-4	-1.5
COc1ccc(S(=O)(=O)N2Cc3ccccc3CC2C(=O)N2CCOCC2)cc1OC (stereo unspecified)	-9	1	15	-0.3	1	-2.5	-1	-3	-3	3.0

# Screening data (PubChem)
